OXTR potentiate: potentiates the human oxytocin receptor response; CHO-OTR cells, Fluo-8 calcium fluorescence, potentiator mode; 0% = oxytocin EC15, 100% = EC100; P30559; activation, % at 3 µM; 320,000 tested, 0.061% active; AID 2445;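 active = activation above that plate's cutoff, the mean activation of tested compounds plus 3 SD, cut at about 6.6% in these data, passing the limit was not always enough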;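 note: 100% uses oxytocin at 75 nM as the full agonist control; some results filed as inactive read as strong as hits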
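System: human OTR in CHO cells / Also added: sub-maximal oxytocin, roughly EC15 / Control set: EC15 oxytocin low, 75 nM oxytocin high / Schedule: 6 min compound pre-incubation at room temperature, 100 s kinetic read / Compound: single-point 3.0 µM / Replication: singlicate / Technique: Fluo-8 calcium dye fluorescence / Read-out basis: % activation of max/min ratio relative to oxytocin controls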
M1 ag: agonists of human M1 muscarinic receptor. CHO-K1 hM1, Fluo-8 calcium fluorescence, agonist mode; 0% DMSO, 100% acetylcholine EC100. activation, % at 3 µM. 360,000 tested, 0.33% active;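 active = activation above the run's mean compound activation plus 3 SD, cut at about 16% in these data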;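 note: peak over basal fluorescence ratio within a 140 s kinetic read after compound addition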
V1R ag counter: V1a receptor agonism, counter-screen for OXTR agonists; CHO-V1R cells, Fluo-8 calcium fluorescence, agonist mode; 0% DMSO, 100% 3 nM vasopressin; activation, % at 3 µM; 320,000 tested, 0.25% active; AID 2797;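 active = activation above the mean activation of all tested compounds plus 3 SD, per screening run, cut at about 20% in these data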;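 note: signal is peak over basal fluorescence ratio across a 100 second FLIPR read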
Target sequence (P37288 whole entry, looked up): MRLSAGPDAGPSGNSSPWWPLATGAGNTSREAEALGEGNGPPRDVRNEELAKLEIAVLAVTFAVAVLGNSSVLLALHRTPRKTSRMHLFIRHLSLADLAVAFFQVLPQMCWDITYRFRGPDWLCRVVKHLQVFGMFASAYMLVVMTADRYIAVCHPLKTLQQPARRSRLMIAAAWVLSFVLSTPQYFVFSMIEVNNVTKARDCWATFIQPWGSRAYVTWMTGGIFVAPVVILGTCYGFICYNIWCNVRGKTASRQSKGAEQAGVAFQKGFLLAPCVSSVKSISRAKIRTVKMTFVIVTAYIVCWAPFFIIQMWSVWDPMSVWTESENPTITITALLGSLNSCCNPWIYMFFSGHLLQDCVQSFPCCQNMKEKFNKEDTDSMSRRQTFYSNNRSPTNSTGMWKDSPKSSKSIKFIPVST
CHRM1 antagonist: antagonists of human M1 muscarinic receptor; 360,000 tested, 1.3% active; AID 588852; inhibition, % at 3 µM; CHO-K1 hM1, Fluo-8 calcium fluorescence, ACh EC80 antagonist;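 active = percent inhibition above its own plate's cutoff, namely the mean of that plate's compound wells plus 3 SD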;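 note: peak over basal fluorescence ratio during 140 s after agonist addition; 0% = ACh EC80 plus DMSO and 100% = DMSO alone without agonist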
M1 PAM: human CHRM1 positive allosteric modulation; P11229; CHO-K1 hM1, Fluo-8 calcium fluorescence, ACh EC20; 0% = ACh EC20, 100% = maximal ACh; activation, % at 3 µM; 360,000 tested, 0.088% active; AID 588819; in the data active = activation above about 19%, passing the limit was not always enough
TAAR1 antagonist: antagonists of human TAAR1. Q96RJ0. CHO RD-HGA16 TAAR1, Fluo-8 calcium fluorescence, antagonist. inhibition, % at 3 µM. 360,000 tested, 1.5% active;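 active = inhibition above a per-plate cutoff, the mean inhibition of test compounds on that plate plus 3 SD, cut at about 49% in these data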;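 note: 0% = DMSO plus EC80 beta-PEA response and 100% = DMSO alone without agonist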
Target sequence (Q96RJ0 whole entry, looked up): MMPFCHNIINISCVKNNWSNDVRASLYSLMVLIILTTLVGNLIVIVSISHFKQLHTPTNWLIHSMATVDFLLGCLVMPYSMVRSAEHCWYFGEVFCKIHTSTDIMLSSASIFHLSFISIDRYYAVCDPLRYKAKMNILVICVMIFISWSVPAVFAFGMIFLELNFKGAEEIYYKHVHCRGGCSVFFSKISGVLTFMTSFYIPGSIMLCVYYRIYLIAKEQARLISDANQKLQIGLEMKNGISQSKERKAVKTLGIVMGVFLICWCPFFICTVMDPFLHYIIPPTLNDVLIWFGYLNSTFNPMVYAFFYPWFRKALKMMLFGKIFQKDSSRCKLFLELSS
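Test system: RD-HGA16 CHO cells with stable hTAAR1 and Gα16 / Probe or stimulus: EC80 β-phenethylamine stimulus / Times: seeding 17-24 h prior, 75-min 37 °C, 30-min RT dye loading / Detection: Fluo-8 calcium-sensitive fluorescence / Read-out basis: % inhibition scaled between DMSO and EC80 PEA controls / Repeats: singlicate, one well per test compound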
CHO parental Ca: counter-screen for OX1R antagonists: effect in parental CHO cells | inhibition, % at 5.6 µM | AID 463079 | 330,000 tested, 0.63% active | parental CHO-K1, ATP-induced calcium, Fluo-8 fluorescence;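 active = inhibition above that plate's mean sample inhibition plus 3 SD, cut at about 26% in these data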;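 note: 0% = ATP-challenged DMSO wells and 100% = DMSO wells without ATP; some compounds past the cut are filed as inactive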
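Measured by: calcium-sensitive Fluo-8 fluorescence / Test system: CHO parental line / Controls: ATP-challenged DMSO wells low, unchallenged DMSO wells high / Measure: % inhibition / Compound: single nominal dose of 5.6 µM per compound / Replicates: single well per compound, no replicates / Reagent: ATP as calcium-mobilizing challenge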
TAAR1 ag: human TAAR1 agonism | Q96RJ0 | activation, % at 3 µM | 360,000 tested, 0.99% active | CHO RD-HGA16 TAAR1, Fluo-8 calcium fluorescence; vehicle wells 0%, saturating PEA agonist 100%;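 active = activation above the mean activation of all test compounds in the run plus 3 SD, cut at about 38% in these data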
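Test system: RD-HGA16 (CHO) cells co-expressing Gα16 and hTAAR1 / Benchmarks: DMSO vehicle as 0%, PEA at EC100 as 100% / Repeats: no replicates (n 1) / Measure: % activation from peak over basal fluorescence ratio, DMSO-to-PEA scaled / Timing: 17-24 h plating, Fluo-8 75 min 37 °C, 30 min RT / Technique: kinetic Fluo-8 calcium fluorescence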
OXTR agonist: human OXTR agonism; P30559; activation, % at 3 µM; 320,000 tested, 0.32% active; CHO-OTR cells, Fluo-8 calcium fluorescence; normalized: DMSO 0%, oxytocin 100%; AID 2435;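 active = activation above the mean of all tested compounds plus 3 SD, cutoff set per screening run, cut at about 20% in these data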;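 note: peak over basal fluorescence ratio from a 100 s FLIPR kinetic read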
* = called active by the depositor; x = no result given.

smiles	OXTR potentiate	M1 PAM	TAAR1 antagonist	OXTR agonist	TAAR1 ag	CHRM1 antagonist	CHO parental Ca	V1R ag counter	M1 ag
O=C(N/C(=C\c1cccnc1)c1nc2ccccc2[nH]1)c1cccc(Br)c1	-1	7	14	-0.4	8	-7	1	-0.3	-4
CC(Sc1ccc(S(=O)(=O)N2CCCCC2)cn1)C(N)=O (stereo not drawn)	x	6	-9	x	2	-14	x	x	-2
COc1ccc(C2=[N+]([O-])C(C)(C)C(c3ccccc3)=N2)cc1	-12	-1	-12	2.3	12	2	-20	2.0	-8
CCCn1c(=N)n(CC(=O)c2ccc(OCC(=O)OC)cc2)c2ccccc21	-7	6	-5	-1.2	-1	-3	-7	-0.6	-8
O=C(Nc1ccccn1)C(=O)Nc1ccccn1	2	-7	-23	0.4	1	18	-8	-0.6	-2
COc1ccc(CNC(=O)C2CCCN2C(=O)Nc2cccc(Cl)c2)cc1 (stereo not drawn)	x	9	-6	x	2	-16	x	x	-1
COC(=O)c1cc2sc(Cl)cc2n1CC(=O)NCCC(C)C	-2	5	-5	-0.9	21	-3	9	-0.4	-3
COC(=O)Nc1ccc(S(=O)(=O)N2CCCC(C(=O)Nc3cccc4c3OCCO4)C2)cc1 (stereo not drawn)	3	2	17	0.8	15	5	-6	2.3	-2
Cc1ccc(C(=O)NCC(c2ccc(F)cc2)N2CCOCC2)cc1 (stereo not drawn)	-2	4	-5	0.5	2	-8	-7	0.4	-3
CCOC(=O)c1cnc2[nH]c3ccccc3n2c1=O	-2	-2	-4	-1.4	2	4	-1	-0.8	-3
Cc1sc2nc(CSC(C)C(=O)Nc3ccccn3)[nH]c(=O)c2c1C (stereo not drawn)	-1	-13	-24	1.2	0	28	-5	-0.3	-4
CCOc1ccc(CCN2C(=S)N([C@@H](CC(C)C)CN3CCC[C@@H]3CN3C(=S)NC[C@@H]3Cc3ccc(O)cc3)C[C@@H]2CC(C)C)cc1	x	-7	-7	x	0	6	x	x	-6
NC(=O)Nc1ccc(Oc2c(F)c(F)c(F)c(F)c2F)cc1	0	10	21	-1.6	16	-8	-15	0.6	5
COC(=O)[C@]1(Cc2ccccc2)N[C@H](c2ccc(-c3cc(C(C)=O)cs3)cc2)[C@@H]2C(=O)N(C)C(=O)[C@@H]21	-6	20	5	1.3	11	-3	-17	0.8	4
O=C1CCC([N+](=O)[O-])C(c2ccc(Cl)c([N+](=O)[O-])c2)N1 (stereo not drawn)	-8	-1	9	0.0	3	5	3	0.6	-7
CN1CC(O)(C(O)C(O)C(O)CO)SC1=S (stereo not drawn)	x	14	9	x	2	-14	x	x	-1
O=C(COC(=O)/C=C/c1cccc([N+](=O)[O-])c1)NCCCN1CCCC1=O	-4	8	-4	1.5	2	-11	-6	-0.2	-4
CCc1nc2ccc(C(=O)N3CCN(S(=O)(=O)CC)CC3)cn2c1N(C)Cc1cccs1	x	-5	-4	x	2	-4	x	x	-6
CCOC(=O)C1(Cc2ccc(OC)cc2)CCN(C(=O)c2csc(C)n2)CC1	5	6	15	-0.5	8	-10	-13	-0.5	-6
Cc1ccc(NS(=O)(=O)c2cc3c(cc2C)NC(=O)CO3)cc1	-5	-5	7	3.5	5	1	-5	1.0	2
COc1ccc(NC(=O)CSc2nc3ccccc3nc2N2CCCCC2)cc1	4	5	-21	-0.6	-2	-8	-12	-1.3	-2
COc1ccc(CCNS(=O)(=O)c2ccccc2[N+](=O)[O-])cc1OC	1	8	6	2.2	4	-17	-12	0.2	2
Cn1cc(C(=O)NCCO)c(=O)c2ccccc21	-7	3	-16	0.4	1	2	6	0.5	-1
CCc1nc2c(OCc3ccc(OC)cc3)cccn2c1N(C)C(=O)C(C)C	x	5	-12	x	0	-9	x	x	-8
COc1ccc(-n2c(Cc3cccn3C)nnc2SCC(=O)Nc2ccc(C)cc2)cc1	0	4	-39	-1.2	-2	-10	-12	-0.5	-3

The last 2 compounds of the part before come first, to join the parts.
smiles	OXTR potentiate	M1 PAM	TAAR1 antagonist	OXTR agonist	TAAR1 ag	CHRM1 antagonist	CHO parental Ca	V1R ag counter	M1 ag
CCc1nc2c(OCc3ccc(OC)cc3)cccn2c1N(C)C(=O)C(C)C	x	5	-12	x	0	-9	x	x	-8
COc1ccc(-n2c(Cc3cccn3C)nnc2SCC(=O)Nc2ccc(C)cc2)cc1	0	4	-39	-1.2	-2	-10	-12	-0.5	-3
Cc1ccc(S(=O)(=O)N(CC2CO2)c2ccccc2[N+](=O)[O-])cc1 (stereo not drawn)	-4	-1	-1	0.5	0	-4	-14	1.1	-8
O=C(Nc1ccc2c(c1)OCO2)c1ccc2nc([C@@H]3O[C@H](CO)[C@H](O)[C@H](O)[C@H]3O)[nH]c2c1	x	10	-6	x	2	-18	x	x	1
O=c1cc(N2CCCCC2)c(-c2ccccc2)nn1Cc1ccccc1	4	-6	-19	-1.6	14	5	1	-1.5	-8
CCc1cc(C(=O)N2CCN(S(=O)(=O)c3cc(C)ccc3C)CC2)sc1C	-6	8	-4	-1.6	11	-9	-31	-0.8	0
O=C(Nc1ccnn1C1CCN(Cc2cc3ccccc3[nH]2)CC1)C1CCOC1 (stereo not drawn)	-11	-6	83*	0.3	58*	-13	3	1.8	1
Cc1cc(NN)nc(NS(=O)(=O)c2ccc(Cl)cc2)n1	-11	5	16	-1.6	8	-13	-21	-0.9	-4
CC(=O)Oc1ccc2occ(C(=O)c3cccs3)c2c1	-14	8	-23	-1.8	1	-13	-3	-0.7	-2
Cc1cc(OCCOCCNCc2ccccc2)ccc1C(C)C	-15	4	-2	22*	32	-11	-8	11	-5
O=c1[nH]cccc1-c1nc2ccccc2n1Cc1ccc(Cl)cc1	-3	2	-6	1.1	4	0	-18	3.5	1
Cc1c2c(nc3c(C(=O)NC4CC4)cnn13)CCCC2	-5	7	6	-1.5	6	-11	-11	-1.1	-8
CC(=O)Nc1ccc(C2NC(=S)N(c3ccccc3C(F)(F)F)C(C)=C2C(=O)N2CCOCC2)cc1 (stereo not drawn)	-1	3	-9	1.6	1	5	-14	0.3	-2
Cc1ccc(S(=O)(=O)N2[C@@H](c3ccc(C(C)(C)C)cc3)C(C(=O)O)=CC[C@H]2c2cccs2)cc1	-1	10	2	-1.0	-2	-13	-20	-0.6	-2
CC(C)(CNC(=O)C1CCN(S(=O)(=O)c2cc([N+](=O)[O-])ccc2Cl)CC1)N1CCOCC1	x	5	-43	x	1	4	x	x	-6
O=C(CSc1nnc(CNC(=O)c2c(F)cccc2Cl)o1)c1ccccc1	-4	2	-6	1.6	6	-4	-4	2.9	-3
CC1CCN(C(=O)c2[nH]c(C(F)(F)F)nc2-c2ccccc2)CC1	x	5	-8	x	0	-4	x	x	-5
Cc1ccc(OCCNCc2ccccc2)c(C)c1	-6	-1	-7	3.0	11	0	-10	2.4	-1
COc1ccc(C(=O)NC(Cc2ccccc2)c2ccc3c(c2)OCCCO3)cc1 (stereo not drawn)	-3	0	16	1.5	3	0	-21	0.8	-4
C[C@H]1CN(c2ccccc2)C(=O)[C@@H]1CC(=O)Nc1ccccc1	x	2	-6	x	2	-2	x	x	3
CC(C)OCCCn1c(=O)c2ccccc2n2c(CCC(=O)NC3CCN(Cc4ccccc4)CC3)nnc12	-7	-11	-24	-0.8	-2	8	-24	1.7	-6
CCOC(=O)C1=C(C)NC(=O)NC1c1c(OCC(=O)N2CCCCC2)ccc2ccccc12 (stereo not drawn)	-1	5	30	-0.4	8	-29	-31	-0.1	-3
Cc1ccc(NC(=O)C2CCCN2C(=O)OCc2ccccc2)c(O)c1 (stereo not drawn)	-7	1	-18	0.5	5	-6	-27	2.2	-2
CCC(=NC(C)c1ccccc1)c1c(O)n(C)c(=O)n(C)c1=O (stereo not drawn)	-9	-13	34	14	11	20	-1	8.9	-1
COC(=O)c1ccc(N=Nc2c(C)[nH]n(-c3ccccc3)c2=O)cc1	-5	13	-6	0.6	-1	-22	-5	-0.1	-1
Cn1c(SCC(=O)Nc2ccccc2-c2ccccc2)nnc1-c1ccco1	-4	7	0	-1.4	6	-14	-18	-0.8	-6
COc1cccc(N2CCN(c3ccc4nnc(CCC(=O)Nc5ccc(C)cn5)n4n3)CC2)c1	-9	-4	x	-1.0	x	8	-13	0.0	-4

Quoted from the listing.
OXTR agonist, CCC(=NC(C)c1ccccc1)c1c(O)n(C)c(=O)n(C)c1=O (stereo not drawn) reads 14
M1 PAM, CN1CC(O)(C(O)C(O)C(O)CO)SC1=S (stereo not drawn) reads 14

Later entries.
smiles	OXTR potentiate	M1 PAM	TAAR1 antagonist	OXTR agonist	TAAR1 ag	CHRM1 antagonist	CHO parental Ca	V1R ag counter	M1 ag
CN(/N=C/c1cccc(Br)c1)C1=NS(=O)(=O)c2ccccc21	x	6	-1	x	1	-16	x	x	-3
CCN(CC(=O)Nc1c(F)cccc1F)C(=O)c1ccc2c(c1)OCO2	-6	-7	3	0.5	1	5	-16	1.3	-1
CC(=O)Nc1ccc(NC(=O)CCC(=O)NCCO)cc1	-5	-4	x	0.4	x	15	-5	0.8	-4
CC(C)CC(c1nnnn1C(C)(C)C)N1CCN(C2CCCC2)CC1 (stereo not drawn)	-2	0	5	0.7	7	-26	-10	3.9	-5
O=C1c2ccccc2C(=O)N1CC1c2ccccc2CCN1S(=O)(=O)c1cnc[nH]1 (stereo not drawn)	-7	8	5	-0.6	5	-8	-2	0.3	-3
CC(C)(C)OC(=O)NNC1CC(=O)N(c2ccccc2F)C1=O (stereo not drawn)	3	2	-8	-0.1	-1	-6	-7	0.3	-3
Cc1sc2nc(CN(C(=O)c3cccs3)C3CCCC3)[nH]c(=O)c2c1C	-20	6	4	5.6	11	-22	-27	9.1	3
COc1ccc(Cc2nnc(SCC(=O)Nc3ccc(N4CCOCC4)cc3)o2)cc1	-9	-7	3	1.5	1	5	13	2.6	0
COc1cc(CN2CCSCC2)cc(OC)c1OC	-2	2	0	1.1	7	-4	-4	4.7	-2
CCOC(=O)C1CCN(C(=O)COC(=O)CSc2ccccc2C)CC1	1	1	-6	0.9	1	1	-4	-0.3	0
CCCSc1nc2c3c(sc2c(=O)[nH]1)CC(C)(CC)OC3 (stereo not drawn)	-10	7	10	-2.2	5	-7	-21	0.6	-4

Screening data as filed in PubChem.

Not a hit list, and some 3.7% of all compounds hit somewhere here.
